Assay outcomes: PubChem BioAssay, several laboratories
MMP-13 inhibitor: MMP13 (human) collagenase inhibition; P45452; 65,000 tested, 0.07% active; inhibition, % at 4 µM; AID 570; MMP-13 fTHP FRET cleavage, Mca fluorescence;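 active = inhibition above the mean of compound-free control plate wells plus 3 SD, cut at about 14% in these data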;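 also: 0% = DMSO wells and 100% = wells with reference MMP-13 inhibitor after basal subtraction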
S1P3 agonist: agonists of human S1P3 receptor. AID 373. activation, % at 4.5 µM. 60,000 tested, 0.1% active. S1P3 NFAT-BLA reporter cells, agonism, FRET ratio; relative to 1 µM S1P, basal subtracted. Q99500;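 active = activation above the screen-wide mean plus 3 SD, cut at about 4.5% in these data, passing the limit was not always enough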; also: some compounds called inactive have numbers as strong as hits
Target sequence (Q99500 whole entry, looked up): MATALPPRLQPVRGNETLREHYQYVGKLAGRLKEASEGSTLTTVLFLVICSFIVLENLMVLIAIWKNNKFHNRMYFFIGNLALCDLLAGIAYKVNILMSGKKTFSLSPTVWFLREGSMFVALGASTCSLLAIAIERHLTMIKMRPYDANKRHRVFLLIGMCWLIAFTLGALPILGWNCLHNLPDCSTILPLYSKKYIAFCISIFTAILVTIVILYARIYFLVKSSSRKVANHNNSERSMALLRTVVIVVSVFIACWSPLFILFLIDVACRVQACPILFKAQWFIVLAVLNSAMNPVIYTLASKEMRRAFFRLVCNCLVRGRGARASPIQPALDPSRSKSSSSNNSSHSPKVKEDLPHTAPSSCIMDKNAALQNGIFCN
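Assay system: CHO cells stably expressing human S1P3, Gα16 and NFAT-β-lactamase reporter. Timing: overnight plating, 4 h compound 37 °C, 2 h substrate RT. Signal: β-lactamase FRET emission ratio 460/535 nm. Measure: percent activation versus median 1 µM S1P response, basal-subtracted, per plate. Repeats: primary screen single test, confirmation screen in triplicate.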
A340 absorber: absorbance at 340 nm | compound absorbance at 340 nm, fold over control | fold change at 10 µM | 65,000 tested, under 10 active | AID 708;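 active = at 10 µM dose, initial 340 nm absorbance at least 2 fold that of control wells; inactive = change under 2 fold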;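 also: initial absorbance extrapolated from kinetic A340 decline of NADH oxidation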
HER2 expr 66K: Her2 kinase expression inhibition; SKBR-3 HER2 protein level, AlphaScreen, 18-24 h; hits give low values; HER2 level % of control, % at 10 µM; 65,000 tested, 0.69% active; AID 645;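 active = HER2 level under 5% of the carrier-only control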;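 also: 100% = DMSO carrier and 0% = 500 nM PU-H71 HSP90 inhibitor; lower value means stronger loss of Her2 protein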
5HT1E ag: 5-HT1E (human) receptor agonism | activation, % at 6 µM | CHO 5-HT1E Ga15 NFAT-bla reporter, FRET; 0% DMSO wells, 100% control agonist wells | AID 574 | P28566 | 65,000 tested, 0.69% active;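 active = activation above a set limit, the screen-wide mean activation plus 3 SD, cut at about 8.5% in these data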;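 also: 100% = positive control agonist at 1 µM giving full maximal response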
HTR1E antagonist: antagonists of human 5-HT1E serotonin receptor; P28566; CHO 5-HT1E Ga15 NFAT-bla reporter, FRET, antagonist; inhibition, % at 6 µM; 65,000 tested, 0.99% active;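 active = inhibition above a set limit, the mean inhibition across every tested compound plus 3 SD, cut at about 29% in these data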;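 also: signal is the 460 over 535 nm emission ratio of beta-lactamase substrate; 0% = agonist plus DMSO wells and 100% = wells without agonist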
S1P1 ag-PAM: S1P1 (human) agonism or agonism potentiation; P21453; S1P1 CRE-bla cells, forskolin, beta-lactamase FRET, potentiator mode; S1P1 agonist co-added at EC20, 2 nM; 100% = saturating reference agonist, 0% = basal; activation, % at 9.5 µM; 56,000 tested, 0.57% active; AID 449;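 active = activation above a cutoff set at the mean activation of all tested compounds plus 3 SD, cut at about 54% in these data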;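 also: forskolin at 4 µM as EC80 and the EC20 agonist is SEW2871; 100% = SEW2871 at its EC100 plus forskolin at EC80; some compounds past the cut are filed as inactive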
Autofluor 339: intrinsic fluorescence of library compounds, ex339/em460 – biochemical, MLSMR library, data from DPM-DC assay, artefact control, profiling panel. compound autofluorescence, ex339/em460 nm, NADH buffer; hits give high values; 1 = no-compound wells, NADH background. fluorescence fold increase at 10 µM. 65,000 tested, 5.5% active;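 active = at 10 µM, mean starting fluorescence two-fold or more over control wells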;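 also: signal is the first read of a kinetic run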
5HT1a antag: blocks the human serotonin 5-HT1a receptor; P08908; 62,000 tested, 0.68% active; inhibition, % at 10 µM; CHO 5-HT1a Ga15 NFAT-bla reporter, antagonist mode;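 active = inhibition above the mean of all tested compounds plus 3 SD, cut at about 43% in these data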;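 also: receptor stimulated by 5-CT agonist at 100 nM near EC80; beta-lactamase reporter measured by ratiometric fluorescence of a cleavable substrate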
Target sequence (P08908 whole entry, looked up): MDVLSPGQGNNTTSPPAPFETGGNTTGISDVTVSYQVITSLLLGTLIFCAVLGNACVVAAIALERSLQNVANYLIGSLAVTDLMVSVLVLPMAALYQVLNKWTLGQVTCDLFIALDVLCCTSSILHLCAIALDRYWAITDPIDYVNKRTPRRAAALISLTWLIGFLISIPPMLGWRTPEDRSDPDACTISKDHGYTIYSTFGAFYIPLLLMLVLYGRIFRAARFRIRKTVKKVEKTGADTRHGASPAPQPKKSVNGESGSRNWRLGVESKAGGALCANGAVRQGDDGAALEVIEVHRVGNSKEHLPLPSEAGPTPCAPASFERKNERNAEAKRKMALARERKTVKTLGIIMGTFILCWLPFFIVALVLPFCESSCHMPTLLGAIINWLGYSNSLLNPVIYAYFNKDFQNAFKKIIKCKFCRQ
An asterisk follows results filed as active; / = not tested or not shown; [ ] = remark or other dose.

SMILES	MMP-13 inhibitor	S1P3 agonist	A340 absorber	HER2 expr 66K	5HT1E ag	HTR1E antagonist	S1P1 ag-PAM	Autofluor 339	5HT1a antag
COc1cccc(OC)c1OCCCc1c(C)n[nH]c1C	0	-0.1	0.99	116	0.2	9	34	1	14
O=C(Nc1cc(C(F)(F)F)ccc1Cl)C1CCN(c2nnc(-n3cccc3)s2)CC1	-2	-1.1	0.97	66	2.6	-8	1	0.99	6
CCc1c(C(=O)Nc2ccc(OC)cc2)[nH]c(C)c1C(C)=O	4	-1.1	1	71	-0.3	4	-20	1.1	18
CSc1nsc(SCC(=O)Nc2ccc3c(c2)OCCO3)n1	-6	-0.8	1	63	0.2	-4	-11	1.1	-8
CC(C)Cn1c(CNC(=O)c2ccccc2)nc2ccccc21	4	/	1	/	-0.7	-14	/	1.1	-9
CCn1cnc2sc(C(=O)Nc3ccc4c(c3)OCO4)c(C)c2c1=O	2	0.5	1	76	1.1	-6	-21	0.99	-12
CCn1c(SCC(=O)Nc2nc3ccc(OC)cc3s2)nc2c1c(=O)n(C)c(=O)n2C	4	-1.3	1.1	78	0.5	2	-44	1.1	-15
CCOc1cccc(Oc2ccc(C(F)(F)F)cn2)c1	-2	-0.9	1	89	-0.3	6	15	1.1	-1
CCOC(=O)c1[nH]cc(-c2ccccc2)c1N1CCOCC1	1	-0.3	0.99	99	-1.0	3	12	1	8
CCCCCCc1c(O)c2ccccc2[nH]c1=O	-26	-1.1	1	116	-0.3	-1	1	1.5	-6

Complete entries as entered above. Values in the order: MMP-13 inhibitor, S1P3 agonist, A340 absorber, HER2 expr 66K, 5HT1E ag, HTR1E antagonist, S1P1 ag-PAM, Autofluor 339, 5HT1a antag
`CCOc1cccc(Oc2ccc(C(F)(F)F)cn2)c1` is listed as -2, -0.9, 1, 89, -0.3, 6, 15, 1.1, -1
`COc1cccc(OC)c1OCCCc1c(C)n[nH]c1C` is listed as 0, -0.1, 0.99, 116, 0.2, 9, 34, 1, 14
`CCn1cnc2sc(C(=O)Nc3ccc4c(c3)OCO4)c(C)c2c1=O` is listed as 2, 0.5, 1, 76, 1.1, -6, -21, 0.99, -12
`CCOC(=O)c1[nH]cc(-c2ccccc2)c1N1CCOCC1` is listed as 1, -0.3, 0.99, 99, -1.0, 3, 12, 1, 8

(further entries)
SMILES	MMP-13 inhibitor	S1P3 agonist	A340 absorber	HER2 expr 66K	5HT1E ag	HTR1E antagonist	S1P1 ag-PAM	Autofluor 339	5HT1a antag
CC1(C)CNC(=O)CC(C)(C)N1O	-4	-1.6	0.97	103	-0.2	6	-1	0.99	10
COc1ccc(-c2cc(C(=O)Nc3cccc(C(C)=O)c3)no2)cc1	0	/	1.1	93	-0.4	-6	/	1.1	1
CCOC(=O)C1C(=O)N(C(=O)c2cncc(Br)c2)CC1c1ccccc1 (configuration not stated)	0	-0.1	1	100	1.2	0	-5	1	-4
CCOC(=O)c1cc(CC)sc1NC(=O)COC	6	-0.4	1	82	1.1	6	-8	1.1	11
C=CCn1c(=O)/c(=C/c2ccc(O)cc2)s/c1=C(/C#N)c1nnc2n1CCCCC2	10	0.6	1	94	0.5	-1	-10	0.91	-13
COc1nc(/C(N)=N/O)nc(N2CCCCC2)n1	-4	-0.7	1	122	-0.1	13	-25	1.1	2
Oc1cc(NCc2cccnc2)ccc1-c1nc2ccccc2o1	-32	-1.0	1	84	0.2	-12	29	1.5	17
CCOc1cc(S(=O)(=O)N2CCC(Cc3ccccc3)CC2)c(OCC)cc1-n1cnnn1	-6	-1.7	1	74	0.0	5	-3	1.4	-15
CCCn1c(=O)c2ccccc2n2c(SCC(=O)c3ccc(F)cc3)nnc12	-2	0.7	0.98	93	0.1	-11	4	1.1	17
O=C(CCN1C(=O)c2ccccc2S1(=O)=O)NCc1ccco1	4	-1.1	1.1	87	-0.3	0	-13	1.1	1
COc1ccccc1-c1cc(C(=O)Nc2cccnc2)no1	-5	-1.3	1	86	0.2	12	4	1.1	16
Cc1cc(Cl)c(S(=O)(=O)NC(C(=O)O)c2ccccc2)cc1OCC(N)=O (configuration not stated)	-4	-1.4	1	45	0.3	-7	/	1	-13
CCOC(=O)Cn1c(=O)oc2cc(S(=O)(=O)Nc3c(C)cc(C)cc3C)ccc21	0	0.1	1.1	20	-0.3	7	3	1.1	9
CCCc1nnc(SCc2ccc(C(=O)OC)o2)n1N	-1	-0.3	1	97	-1.3	-3	5	1.1	-9
O=C(CSC1=Nc2ccccc2C2=NC(c3ccccc3)C(=O)N12)NCC1CCCO1 (configuration not stated)	-11	/	1	54	-0.8	1	/	2.1*	-2
c1ccc2c(c1)NC(c1ccncc1)n1c-2nc2ccccc21 (configuration not stated)	-372[fluorescence artefact?]	-2.4	1.1	124	-2.7	25	3	1.5	/
COc1ccc(C2C(C(=O)N3CCCC3)CC(=O)N2c2ccc(OC)cc2)cc1 (configuration not stated)	5	/	1	182	0.5	8	/	1.1	2
Cn1c(=NC(=O)CSCC(=O)N2CCCC2)sc2ccccc21	-4	/	1.1	90	-0.2	-7	/	1.1	-10
N#Cc1nc(-c2ccco2)oc1N1CCC(C(N)=O)CC1	-174[fluorescence artefact?]	-0.4	1	119	0.0	-11	-21	3.9*	2
COC(=O)C1C(=O)NC(SC)=C(C#N)C1c1ccccc1F (configuration not stated)	3	-0.8	1	107	0.3	1	3	1	5
COc1cc(CO)cc(Br)c1OCC(=O)O	-2	-1.4	1.1	90	-0.6	6	-6	1.1	-4
Cc1nnc(Sc2nc3c(c(=O)[nH]c(=O)n3C)n2Cc2ccccc2)s1	2	0.3	1	98	0.5	2	-24	0.88	-4
CCOc1cc(C(=O)Nc2ncccn2)cc(OCC)c1OCC	7	-1.0	0.98	105	0.3	14	/	1	7
COc1ccc(NC(=O)C2CCCN2S(=O)(=O)c2ccc3c(c2)CCC(=O)N3)c(OC)c1 (configuration not stated)	4	-0.5	1	92	-0.3	-2	-16	1.1	10
Cc1cccc(NC(=O)CCN2CC(C)OC(C)C2)c1 (configuration not stated)	6	-1.1	1	108	-0.3	-7	-7	1.2	0
CCOCCCNS(=O)(=O)c1ccc(NC(=O)c2ccccc2)cc1	7	-0.7	1.1	95	-0.5	6	-62	1	17
COC(=O)CSc1nnc(-c2ccoc2C)n1-c1ccc(C)cc1	0	0.0	0.99	101	0.5	-10	-19	1.1	-14
CCOc1cc(C(=O)NCc2ccncc2)cc(OCC)c1OCC	-1	-1.0	0.99	94	-0.5	-1	14	1	-6
COc1ccc(N2C(=O)CC(N3CCC(O)(c4cccc(C(F)(F)F)c4)CC3)C2=O)cc1 (configuration not stated)	-1	-0.6	1.1	100	-1.1	4	3	1.1	-7
O=C(c1ccc(S(=O)(=O)Nc2ccccc2)cc1)N1CCOCC1	-3	0.5	1	99	0.2	-9	7	1.1	-1
CSc1ccc(C(=S)N2CCN(CCO)CC2)cc1	-1	-0.8	1.1	/	0.0	-2	-17	1.1	24
O=C(NCCC1=CCCCC1)C1CCN(C(=O)Nc2ccccc2)CC1	-3	-0.7	0.97	91	-0.8	-6	12	1	2
COc1ccc(NC(=O)CN2CCN(CC(=O)Nc3ccccc3F)CC2)c(OC)c1	4	-0.7	1	103	0.6	2	-12	1.1	-14
CCCS(=O)(=O)N1CCN(C(=O)c2ccccc2F)CC1	5	-1.0	1	89	0.3	-2	/	1.1	3
Cc1noc(C)c1CSc1nc2sc(C)c(C)c2c(=O)n1C1CCCC1	-18	-0.5	1	100	0.1	5	2	0.97	12
CC(=O)Nc1cc2nn(-c3ccccc3)nc2cc1Cl	-104[fluorescence artefact?]	/	1.1	45	0.5	1	/	2.3*	-4
CCC1(CC)C(=O)NC(=O)NC1=NCCc1c[nH]c2ccccc12	4	-1.2	1.1	131	1.4	-17	-6	1.1	-4
CS(=O)(=O)N(CCc1ccccc1)CC(=O)NCc1ccco1	2	-0.6	1	103	0.2	-7	3	1.1	-3
CCCC(c1nnnn1CS(=O)(=O)c1ccc(C)cc1)N1CCN(c2ccc(F)cc2)CC1 (configuration not stated)	-5	0.3	0.98	102	-0.1	-3	-9	1.1	-10
CCOC(=O)C1CCN(C(=O)CN(c2ccc(Cl)c(C(F)(F)F)c2)S(C)(=O)=O)CC1	-1	0.5	0.99	81	1.1	0	/	1.1	-7
CCc1cccc(NC2c3ccccc3C(=O)N2c2cccnc2)c1 (configuration not stated)	4	-1.8	1	90	-0.2	16	-12	1.1	11
COc1ccc(-c2noc(CN3CCOCC3)n2)cc1OC	-4	-0.1	1	95	0.8	-11	-24	1.1	-8
c1ccc(-c2nc3ccccc3nc2N2CCOCC2)cc1	-28	-0.5	1.1	76	0.1	-4	-4	1.2	-3
CCN1C(=O)c2ccccc2S(=O)(=O)c2ccc(C(=O)NCc3cccnc3)cc21	-1	-0.1	1	78	-0.7	-4	-19	1.1	7
O=C1CSC(=S)N1CC1CCCO1 (configuration not stated)	-2	-1.1	0.99	80	-0.4	-1	-21	1.1	-6
O=c1c2c3c(sc2nc2n1CCCCC2)CCCC3	4	-1.2	1	67	0.3	0	-28	1	-5
Cc1ccc(S(=O)(=O)NCC(=O)N(CC(=O)NCc2ccco2)Cc2ccc3c(c2)OCO3)cc1	1	-0.2	1	70	0.4	-10	-9	1.1	0
O=C(Nc1cccc2nsnc12)c1ccc(F)cc1	-10	-0.5	1	74	1.3	10	6	1.4	1
Cc1cccc(C)c1NC(=O)Cn1c(=O)n(CCC(=O)NCc2ccco2)c(=O)c2sccc21	-2	0.6	0.99	95	-0.5	-8	4	1.1	4
Cc1ccc(-n2c(SCC3CCCCO3)nnc2-c2ccco2)cc1 (configuration not stated)	1	-0.4	1	117	0.2	-1	/	1.1	6

(next part)
SMILES	MMP-13 inhibitor	S1P3 agonist	A340 absorber	HER2 expr 66K	5HT1E ag	HTR1E antagonist	S1P1 ag-PAM	Autofluor 339	5HT1a antag
Cc1onc(-c2ccccc2Cl)c1C(=O)Nc1ccc(F)c(F)c1	3	-1.5	1	64	-0.8	6	0	1.1	22
COc1ccccc1N1CCN(c2ncnc3c2oc2ccccc23)CC1	2	-0.9	1	50	-0.6	17	22	1.6	26
Cc1cccc2cc(CN(Cc3ccco3)S(=O)(=O)c3ccc4c(c3)OCCO4)c(=O)[nH]c12	-10	-1.0	1	95	0.0	1	13	1.4	-1
CNC(=O)c1cc2cc(Cl)cc(OC)c2oc1=O	2	-0.6	1	118	0.8	-7	/	1.4	6
Cc1cc2c(c(=O)n1CCCn1ccnc1)C(c1ccco1)C(C#N)=C(N)O2 (configuration not stated)	-4	-0.8	1	84	-0.7	0	-11	1.2	-2
CC(C)CN(CCCNC(=O)CC1Oc2ccccc2NC1=O)CC(C)C (configuration not stated)	9	-1.2	0.98	108	-0.3	-7	-10	1.1	13
CCCc1nnc(NC(=O)CCC(=O)N2CCN(CCOc3ccc(C)cc3)CC2)s1	-10	-0.9	0.98	109	0.1	-9	4	1	0
O=C(O)C1C2C=CC(O2)C1C(=O)NC1CCCc2ccccc21 (configuration not stated)	-6	-0.5	1	91	0.0	-9	4	1.1	-2
Cc1nc(Cc2nnc(SCc3nc(N)nc(Nc4ccccc4C)n3)o2)cs1	1	/	0.99	95	-0.8	2	/	1.1	-10
